Source: PubChem BioAssay (several laboratories)
Cardiac RTF inh = cardiac RTF calcium desensitization; P19429+P45379; IANBD-labeled cardiac RTF, Ca2+ fluorescence; inhibition, % at 7.15 µM; 0.12% of 340,000 active;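 active = inhibition above the mean inhibition of all tested compounds plus 3 SD, cut at about 17% in these data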;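 note: assay run at fixed EC70 calcium of 1.6 mM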
PKA-R2B activ = activates the human PKA-R2B holoenzyme complex; P22694+P31323; PKA-R2B holoenzyme dissociation, Cy5-IP20 fluorescence polarization; R2B truncated from residue 108, S112A mutant; 0% DMSO only, 100% 113 µM cGMP; activation, % at 11.4 µM; 0.079% of 340,000 active;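 active = activation above a cutoff set at the mean over all compounds plus 3 SD, cut at about 18% in these data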;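 note: higher means more holoenzyme dissociation and a rise in polarization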
Target sequence (P31323 whole entry, looked up, other chains not shown, the tested form may be a part): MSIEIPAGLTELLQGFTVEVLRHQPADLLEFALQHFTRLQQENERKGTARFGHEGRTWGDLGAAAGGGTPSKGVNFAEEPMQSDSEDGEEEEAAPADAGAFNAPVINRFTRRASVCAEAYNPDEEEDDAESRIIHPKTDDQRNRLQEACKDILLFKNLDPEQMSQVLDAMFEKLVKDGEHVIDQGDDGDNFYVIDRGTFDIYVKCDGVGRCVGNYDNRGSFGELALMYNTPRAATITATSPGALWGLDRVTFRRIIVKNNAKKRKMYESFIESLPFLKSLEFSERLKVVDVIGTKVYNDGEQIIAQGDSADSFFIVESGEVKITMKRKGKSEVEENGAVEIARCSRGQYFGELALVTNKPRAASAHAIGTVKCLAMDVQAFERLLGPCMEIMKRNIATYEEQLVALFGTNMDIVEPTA
SR-BI uptake up = enhances SR-BI lipid uptake from DiI-HDL; CHO ldlA[mSR-BI] cells, DiI-HDL uptake fluorescence, 3 h; 100 = double the neutral-control signal; activation, % at 12.5 µM; 0.096% of 320,000 active; AID 504775;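 active = mean replicate activation of at least 60% and every replicate at or above 60%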;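 note: 0% = median plate neutral-control signal and 100% = twice that signal; values of inactives mirror those of a sister screen read the other way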
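Assay system: LDL receptor-deficient CHO ldlA cells overexpressing murine SR-BI / Medium: BSA-supplemented, HEPES-buffered Ham's F12, pH 7.4 / Probe or stimulus: DiI-labelled HDL at 10 µg/mL final / Timing: compound with DiI-HDL co-incubation, 3 h at 37 °C / Technique: bottom-read cell fluorescence after medium removal, ex 550/em 595 nm / Measure: HDL uptake via cellular fluorescence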
Keap1-Nrf2 PPI = Keap1-Nrf2 (human) interaction inhibition; 0.15% of 340,000 active; Keap1 Kelch-Nrf2 peptide fluorescence polarization, 1536-well; inhibition, % at 9.4 µM; Q14145; AID 504523; in the data active = inhibition above about 12%;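 note: human Keap1 Kelch domain with fluorescein labeled Nrf2 9mer peptide probe; 0% = neutral control wells and 100% = peptide positive control; higher means more block of Keap1 binding to Nrf2 peptide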
NSD2 HMT inh = NSD2 (human) methyltransferase inhibition | inhibition, % at 12.5 µM | AID 743445 | NSD2 peptide methylation, AlphaScreen, 120 min | 0.54% of 310,000 active | O96028; in the data active = inhibition above about 50%
LANA DNA inh = blocks KSHV LANA C-terminal domain binding to DNA; MBP-C-LANA/FAM-LBS DNA binding, fluorescence polarization; inhibition, % at 9 µM; 0.078% of 340,000 active;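 active = highest replicate inhibition at or above 60% at 9 µM, even if other replicates fall short; inactive = all replicates below 60% inhibition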;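 note: 0% = neutral control wells and 100% = 4 µM acridine orange control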
DAGLB inh = blocks human DAGLB lipase activity; Q8NCG7; HEK293T DAGLB membrane lysate, EnzChek fluorogenic substrate; inhibition, % at 5.17 µM; 0.059% of 340,000 active; in the data active = inhibition above about 34%;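 note: 0% = enzyme with vehicle and 100% = wells lacking enzyme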
Arr AP2 block = inhibitors of human beta-arrestin and AP2 interaction; FITC-arrestin peptide / GST-AP2 beads, flow cytometry; AP2 beta2 appendage carries R879A mutation; inhibition, % at 10 µM; 0.31% of 340,000 active;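 active = inhibition above a set limit, near 3 SD of compounds lacking own fluorescence, cut at about 54% in these data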;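 note: plate controls were DMSO wells for no effect and 5 µM unlabelled arrestin peptide for full effect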
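Measured by: flow cytometry, FL1 (488/535 nm); Material: AP2 appendage R879A on GSH beads; Evaluation: percent response; Timing: pre-incubation 12 min, peptide binding 1 h, room temperature; Also added: 50 nM FITC-arrestin peptide; Medium: PBS with 0.05% Tween 20 and 0.1% BSA.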
SR-BI HDL uptake = inhibitors of mouse SR-BI mediated HDL lipid uptake; inhibition, % at 12.5 µM; ldlA[mSR-BI] CHO cells, DiI-HDL uptake fluorescence, 3 h; 0.96% of 320,000 active; Q61009;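 active = mean replicate inhibition of at least 70% and a set share of replicates each scoring 70 or more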;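 note: 0% = median of neutral control wells and 100% = median of positive control wells; values of inactives mirror those of a sister screen read the other way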
Target sequence (Q61009 whole entry, looked up): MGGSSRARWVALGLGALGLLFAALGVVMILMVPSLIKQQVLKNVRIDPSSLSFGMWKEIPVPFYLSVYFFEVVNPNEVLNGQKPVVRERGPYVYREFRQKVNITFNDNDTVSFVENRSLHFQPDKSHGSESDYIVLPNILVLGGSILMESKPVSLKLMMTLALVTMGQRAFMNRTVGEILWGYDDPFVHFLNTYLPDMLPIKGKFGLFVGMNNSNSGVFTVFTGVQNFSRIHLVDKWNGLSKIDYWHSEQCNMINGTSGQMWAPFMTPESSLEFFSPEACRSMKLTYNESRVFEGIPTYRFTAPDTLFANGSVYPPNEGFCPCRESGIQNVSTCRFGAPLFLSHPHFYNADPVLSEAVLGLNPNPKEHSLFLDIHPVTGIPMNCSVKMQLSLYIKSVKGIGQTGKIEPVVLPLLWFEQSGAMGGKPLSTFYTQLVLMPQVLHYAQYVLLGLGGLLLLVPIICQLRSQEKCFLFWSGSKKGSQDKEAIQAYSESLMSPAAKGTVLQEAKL
PvdQ acylase = P. aeruginosa PvdQ acylase inhibition; purified PvdQ acylase, fluorescence plate reader; inhibition, % at 10 µM; 0.063% of 340,000 active; AID 488965; in the data active = inhibition above about 30%, passing the limit was not always enough;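 note: 0% = vehicle neutral wells and 100% = reference inhibitor wells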
Active calls of the source: *; . = no result given.

SMILES	Cardiac RTF inh	PKA-R2B activ	SR-BI uptake up	Keap1-Nrf2 PPI	NSD2 HMT inh	LANA DNA inh	DAGLB inh	Arr AP2 block	SR-BI HDL uptake	PvdQ acylase
N#Cc1nc(-c2ccccc2F)oc1NCc1cccc2c1OCO2	4	0	-13	-5	-1	0.0	0	6	13	-13
NS(=O)(=O)c1cccc(NS(=O)(=O)c2ccc(/C=C/C(=O)OCC(=O)c3ccccc3)cc2)c1	-6	0	-17	-1	-1	1.2	1	2	17	-15
Cc1cc(C)c(S(=O)(=O)N2CCN(c3ccc([N+](=O)[O-])c(NCC4CCCO4)c3)CC2)c(C)c1 (centres undefined)	-7	2	-48	-2	.	2.0	3	-8	48	-10
O=C(Cc1ccccc1)NC1CCSc2ccccc21 (centres undefined)	-9	-2	-2	-1	1	-0.3	-2	-5	2	2
CC(C)CC(NC(=O)C1CCCN1C(=O)OC(C)(C)C)C(=O)NCC(N)=O (centres undefined)	-5	-7	30	-8	-2	-0.6	1	-4	1	-14
CN(c1ccccc1)S(=O)(=O)c1cccc(C(=O)NC2CCCC2)c1	-3	1	16	0	0	2.9	-1	1	-16	-22
COc1ccc(CCN2C(=O)C3C4CC(C5C(C(=O)NN)=NOC45)C3C2=O)cc1OC (centres undefined)	-1	-1	18	-3	2	-1.1	1	30	-18	2
CCN(CC)CCn1c(=N)n(CC(O)COc2cccc(C)c2)c2ccccc21 (centres undefined)	.	.	7	-6	11	-1.5	.	8	-7	-6
CCOc1cccc(CN2CCCC(CNC(=O)c3cccc(OC)c3OC)C2)c1 (centres undefined)	4	6	4	1	-2	-4.0	2	0	-4	-8
Cc1ccc(S(=O)(=O)N(C)c2ccc(C(=O)N3CCCCC3)cc2)cc1	-3	-12	-34	-3	0	-1.8	1	6	34	4
CC(C)[C@H](NC(=O)c1ccccc1)C(=O)OCc1nc2scc(-c3ccccc3)c2c(=O)[nH]1	-22	-11	1	-3	-3	1.0	2	-10	-1	-15
COc1ccccc1C(c1nnnn1Cc1ccccc1)N1CCN(c2nc3ccccc3s2)CC1 (centres undefined)	-5	-2	-57	-5	-2	-0.1	-2	15	57	-10
CCN(CC(=O)Nc1c(F)cccc1F)C(=O)/C=C/c1ccc2c(c1)OCO2	5	0	-6	-1	.	-0.8	0	3	6	5
CCN1CC(c2ccccc2)C(c2ccc(Cl)cc2)=N1 (centres undefined)	-12	-3	1	0	-4	-0.6	-10	-3	-1	-13
CC1CCN(CC(=O)n2c3c(c4ccccc42)CCCC3)CC1	-1	-2	-46	2	8	-1.8	-9	16	46	11
Cc1ccc(/C=C/C(=O)NCc2ccccn2)o1	12	0	-11	-11	1	3.5	1	6	11	-8
CCCCNC(=O)C1(NC(=O)Nc2ccc(C)cc2)CCCCC1	.	.	-33	-1	-2	-0.9	.	-19	33	-3
CSCCC(NC(=O)COc1ccccc1)C(=O)N1CCCCCC1 (centres undefined)	-6	-4	1	-7	0	1.2	0	-2	-1	-12
COc1c(O)cccc1/C=N/NC(=O)Cn1ccnc1C	8	-1	30	-2	.	-0.3	1	19	-30	5
CN(C)C(=O)c1cccn(Cc2ccc(C(F)(F)F)cc2)c1=O	-6	-11	7	-5	16	-0.4	-1	0	-7	-14
N#CC1=C(N)Nc2ncnn2C1c1ccc(F)cc1 (centres undefined)	-19	-2	19	-4	-2	0.4	-2	0	-19	1
NC(=O)COC(=O)CN1C(=O)C2CCCCC2C1=O (centres undefined)	0	-1	32	0	-2	-1.1	0	0	-32	-1
Cc1nc2nc(SCc3ccc([N+](=O)[O-])cc3)[nH]c2cc1Br	-7	-12	-9	6	0	1.7	0	-7	9	-18
COc1cccc(CNC(=O)COC(=O)c2cccc(S(=O)(=O)N3CCCC3)c2)c1	-4	6	14	-2	-2	-0.4	-1	-4	-14	-16
O=C(CCl)Nc1ccccc1Sc1ccccc1	1	1	18	0	-5	0.5	-1	31	-18	1
CN(C)c1ccc(-c2cccc(C3CC=CC4C3C(=O)N(Cc3ccccc3)C4c3ccc4ccccc4c3)c2)cc1 (centres undefined)	6	4	-13	-6	.	-3.2	-10	23	13	0
CC1Cc2ccccc2N1C(=O)Cc1cccs1 (centres undefined)	0	9	-5	-6	-4	-1.6	-3	23	5	0
O=C(Nc1cccnc1Cl)c1ccc(S(=O)(=O)N2CCCCCC2)cc1	1	-9	-21	-3	15	-2.2	1	13	21	-3
Cc1cccn2cc(-c3cccc(NC(=O)c4cccs4)c3)nc12	-3	-9	-50	4	-6	11	-2	1	50	1
COc1cccc(CNC(=O)CCCn2c(=S)[nH]c3cc4c(cc3c2=O)OCO4)c1	-12	-5	2	-1	0	-1.8	1	-4	-2	-19
CCc1noc(C)c1C(=O)N1CCCC(N2CCN(c3cccc(Cl)c3)CC2)C1 (centres undefined)	-8	0	-23	-1	24	-0.4	0	0	23	-3
Cc1cc2cc(CNC(=S)Nc3ccc(OC(F)(F)F)cc3)ccc2[nH]1	-5	-13	-5	-5	.	2.1	3	0	5	-10
O=C(c1cccc(C(F)(F)F)c1)C1CCCN(C(=O)CCc2cnccn2)C1 (centres undefined)	-12	-5	27	1	-1	1.8	-3	-8	-27	-7
CC1CCC(C(C)C)C(OC(=O)C2=C3c4ccccc4S(=O)(=O)N3CC2)C1 (centres undefined)	-9	-6	-71	-1	0	-0.6	-4	0	71*	-11
COc1ccc(N2CCN(c3ccc(N)cc3C#N)CC2)cc1	1	0	-16	-5	1	1.6	6	5	16	-8
CC1(C)OC(=O)C(=NNc2ccc(C(=O)O)cc2)C(=O)O1	-9	-5	.	-3	18	0.3	-3	-6	.	-13
Cc1nnc(N2C(=O)C(=O)/C(=C(/O)c3ccc4c(c3)CC(C)O4)C2c2ccccc2F)s1 (centres undefined)	-8	9	47	3	0	0.9	2	-11	-47	-8
Cc1ccc(NC(=O)C2CCCN(C(=O)NCc3ccccc3)C2)c(C)c1 (centres undefined)	-19	3	.	5	0	0.2	-1	17	.	-4
c1ccc(CCn2nnnc2C(c2cccs2)N2CCOCC2)cc1 (centres undefined)	-5	-8	12	-8	-4	-0.5	-1	31	-12	1
O=C1N(c2cccc3ccccc23)C(c2ccccc2)N2CCCN12 (centres undefined)	3	-2	-5	-1	-6	-0.3	1	4	5	0
COc1ccc(-n2c(=O)c3ccccc3n(CC(=O)NC3CCCC3)c2=O)c(OC)c1	-2	-7	-3	2	0	-0.4	-1	0	3	-6
O=C1CCC(=O)N(c2ccccc2)N1	2	5	5	-2	-1	0.1	1	-8	-5	-15
N/C(CN1CCCC1=O)=N\OC(=O)c1ccccc1Cl	-4	8	19	-2	-8	-0.2	-4	-4	-19	-11
COc1ccccc1C1CCN(C(=O)c2ccccc2)CC1	-4	-5	0	-2	0	0.7	-9	-4	0	-10
CCC(CO)Oc1cc(NC(=O)c2cccc3ccccc23)c2ncn(C(C)C)c2c1 (centres undefined)	-3	6	-34	-3	.	0.1	1	2	34	4
CCCCN1C(=O)NC(c2cccc([N+](=O)[O-])c2)C(C(=O)OCC)=C1C (centres undefined)	0	-9	-9	2	.	0.6	-3	3	9	-4
N#CCC(=O)Nc1ccc(C(=O)OCC(=O)NC2CCCc3ccccc32)cc1 (centres undefined)	0	-3	-28	-4	-1	-0.3	6	-3	28	5
Cc1ccc(CNC(=O)CC2C(=O)Nc3c2c(=O)n(C)c(=O)n3Cc2ccccc2)cc1 (centres undefined)	-4	3	19	4	1	-0.8	0	-4	-19	-2
c1ccc(-c2sc3ccccc3c2-c2ccc(OCCN3CCOCC3)cc2)cc1	-4	-13	-7	4	.	-0.9	0	17	7	-10
CC(Sc1nnnn1C)C(=O)Nc1ccccc1-c1ccccc1 (centres undefined)	3	-6	4	-2	0	1.0	-1	32	-4	0

Next records
SMILES	Cardiac RTF inh	PKA-R2B activ	SR-BI uptake up	Keap1-Nrf2 PPI	NSD2 HMT inh	LANA DNA inh	DAGLB inh	Arr AP2 block	SR-BI HDL uptake	PvdQ acylase
CC(C)(C)NC(=O)Cn1c(=O)oc2ccc(Cl)cc21	2	5	13	1	.	-0.2	-2	23	-13	-4
CCCS(=O)(=O)Nc1ccc(N2CCCCC2)c(S(=O)(=O)Nc2ccccc2OC)c1	-13	-4	10	-6	0	-1.9	4	-8	-10	-18
COc1ccccc1NCCC(=O)OCC(=O)Nc1cccc(S(=O)(=O)N(C)C)c1	-6	0	3	-2	5	-0.7	-1	19	-3	0
Cc1ccc(CSc2nnc(-c3ccco3)o2)cc1	-16	-2	0	-3	-6	0.2	-22	3	0	-12
CCCn1nc(NC(=O)COC)c2cc3cc(C)ccc3nc21	-4	-14	-18	5	-5	1.9	-2	6	18	2
CCOC(=O)NC(=O)CSc1nc2ccccc2[nH]1	-8	-11	12	-3	.	0.2	3	-1	-12	-23
CCOC(=O)C1=C(N)OC2=C(C(=O)CC(C)(C)C2)C1c1cccnc1 (centres undefined)	-5	-6	48	0	-2	0.3	-1	-2	-48	-15
CCOc1ccccc1COC(=O)c1cccc(-n2cnnn2)c1	11	-2	-72	-4	-3	-0.6	-2	3	72*	-13
CC1Cc2cc(/C(O)=C3/C(=O)C(=O)N(CCCn4ccnc4)C3c3cccnc3)ccc2O1 (centres undefined)	-12	-9	10	-5	4	0.5	2	13	-10	9
COc1ccc(C(=O)N/N=C/c2ccccc2C(=O)O)cc1OC	-18	-10	.	-5	0	-2.2	-1	-1	.	0
COc1ccccc1NC(=O)N1CCC(NC(=O)C2CCCCC2)CC1	-8	-13	.	-4	6	-2.0	1	-5	.	-11
O=C(c1cc(COc2ccc(F)cc2Cl)on1)N1CCCCCCC1	-2	-3	-22	1	-4	1.7	-8	-6	22	-11
COc1cc(OC)cc(C(=O)NCCC(=O)NCCc2ccc(OC)c(OC)c2)c1	-7	-9	5	1	-3	-2.1	0	-8	-5	-4
